# Screening data: PubChem, several laboratories
# Mtb RmlCD inh: M. tuberculosis RmlC/RmlD inhibition. P9WH09+P9WH11. RmlC+RmlD coupled enzyme assay, percent inhibition; primary screen in compound mixtures. inhibition, % at 3.6 µM. hit rate 0.03% among 160,000. AID 1533; in the data active means inhibition mostly above about 34%, no sharp cut-off; inconclusive means no clear call, values can overlap the other calls; inactive means mostly below about 22%; further: some results filed as inactive read as strong as hits
# Target sequence (P9WH09 whole entry, looked up): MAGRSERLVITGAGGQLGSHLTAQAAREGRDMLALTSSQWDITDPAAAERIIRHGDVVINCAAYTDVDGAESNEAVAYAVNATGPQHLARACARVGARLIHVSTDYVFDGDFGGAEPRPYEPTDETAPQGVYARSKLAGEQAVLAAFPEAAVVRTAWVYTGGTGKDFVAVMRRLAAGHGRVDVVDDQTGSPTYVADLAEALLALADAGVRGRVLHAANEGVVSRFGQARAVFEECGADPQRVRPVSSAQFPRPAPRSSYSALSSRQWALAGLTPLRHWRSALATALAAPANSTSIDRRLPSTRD
# Target sequence (P9WH11 whole entry, looked up): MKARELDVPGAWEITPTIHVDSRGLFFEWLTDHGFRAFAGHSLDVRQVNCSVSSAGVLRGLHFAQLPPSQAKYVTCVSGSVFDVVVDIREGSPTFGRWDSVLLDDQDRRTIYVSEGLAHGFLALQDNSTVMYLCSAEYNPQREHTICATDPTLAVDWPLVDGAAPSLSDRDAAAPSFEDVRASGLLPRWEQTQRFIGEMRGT
# GlmU inhibition: inhibition of mycobacterial GlmU enzyme – biochemical, glucosamine-1-phosphate acetyltransferase (AID 1376) | M. tuberculosis GlmU acetyltransferase enzyme assay; higher % means a stronger effect | inhibition, %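 (tested at 30 µM in the primary screen)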, or IC50 in µM where a hit was titrated | hit rate 0.25% among 220,000; in the data active means inhibition above about 13%; inconclusive means no clear call, values can overlap the other calls;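 further: 0% = complete reaction with vehicle and 100% = reaction without substrate; strong numbers were not always called active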
# * marks the source's active call; other numbers are inactive results; ? = inconclusive; nt = no result given; & = joins results of further samples. Not all compounds are listed; count on the stated rates, not on these rows.
entry	Compound	Mtb RmlCD inh	GlmU inhibition
1	CC(C)N=C(NS(=O)(=O)c1ccccc1)C(Cl)(Cl)Cl	42	6.1%
2	Cc1ccccc1/C=N\NC(=O)c1ccc(Cn2cccn2)o1	16	6.6%
3	Cc1nc2nc(SCc3ccc([N+](=O)[O-])cc3)[nH]c2cc1Br	8	1.8%
4	CC(C)(C)c1ccc(C(=O)NNC(=O)C2CCCCC2)cc1	5	1.4%
5	CCN(CCCNC(=O)Cn1ncc2c(=O)oc3ccccc3c21)c1cccc(C)c1	3	nt
6	Cc1noc2ncnc(N3CCN(c4ccc(F)cc4)CC3)c12	-1	2.5%
7	CC1(C)Cc2c(c(=S)nc(-c3ccccc3)n2Cc2cccnc2)CO1	-7	5.2%
8	Cc1ccc(N2C(=O)N(CC(=O)NCc3ccc(Cl)cc3)C(=O)C2C)cc1 (configuration not stated)	49	0.7%
9	CCc1ccc2c(c1)[C@H]1OCC[C@H]1[C@@H](c1cccs1)N2	7	-5.0%
10	O=C(O)C1CC=CCC1C(=O)NNS(=O)(=O)c1ccccc1 (configuration not stated)	-8	-0.1%
11	CCOC(=O)C1SC2(C(F)(F)F)CC1(O)c1c(C)cc(C)nc1O2 (configuration not stated)	5	0.6%
12	CC1=C(C(=O)OCc2ccccc2)C(c2ccc(Cl)cc2Cl)NC(=O)N1CCCCCC(=O)O (configuration not stated)	nt	1.3%
13	COc1ccccc1NC(=O)N(Cc1cc2cc(OC)c(OC)cc2[nH]c1=O)CC1CCCO1 (configuration not stated)	?	5.6%
14	Cc1cc(NC(=O)C2C3C=CC(C3)C2C(=O)O)no1 (configuration not stated)	nt	9.9%
15	Cc1ccc(-n2ncc3c(=O)n(CC(=O)NCc4ccco4)cnc32)cc1C	-2	4.4%
16	COc1cc2c(cc1NC(=O)CSc1nnnn1-c1ccccc1)oc1ccccc12	nt	2.4%
17	COc1ccc(/C(N)=N/OC(=O)c2cccc([N+](=O)[O-])c2)cc1	nt	-1.4%
18	CCCCN(CCCC)CC(O)CN1C(=O)NC(C)(C)C1=O (configuration not stated)	-14	-0.9%
19	CCN(CC)C(=O)c1c(C)nc2ccccn12	nt	-0.8%
20	CCN(CC)S(=O)(=O)c1ccc(N2CCOCC2)c(NC(=O)c2ccc3ccccc3c2)c1	-8	-5.2%
21	COc1ccc(N(C(=O)C2CCCCC2)C2C=CS(=O)(=O)C2)c(OC)c1 (configuration not stated)	12	2.1%
22	COc1ccc(C(=O)O)cc1S(N)(=O)=O	nt	2.4%
23	COc1cc2c3c(c1)/C(=C1/SC(NC(C)=O)=NC1=O)C(=O)N3C(C)(C)C=C2C	-5	2.5%
24	COC(=O)c1cc(NC(=O)C2COc3ccccc3O2)ccc1Cl (configuration not stated)	-1	1.1%
25	O=C(NC1(C(=O)NC2CCCCC2)CCCCC1)c1ccccn1	-3	5.5%
26	CCc1ccc(S(=O)(=O)Nc2cccc(C3OCCCO3)c2)cc1	-4	-4.6%
27	CCn1c(CC(=O)Nc2ccccc2OC)nnc1SCC(=O)Nc1ccccc1F	-9	-4.4%
28	Clc1cc2c(nn1)Nc1ccccc1S2	-18	2.5%
29	COc1ccc(C(=O)NC(=O)CSc2nnc(-c3ccco3)n2-c2ccccc2)cc1	4	5.1%
30	NC(=O)c1ccc(NC(=O)C2CCCO2)cc1 (configuration not stated)	5	-6.0%
31	CC(NC(=O)Cc1cccc2ccccc12)C(=O)N1CCC(=O)CC1 (configuration not stated)	3	0.7%
32	CC1CCN(C(=O)N2c3ccccc3Sc3ccccc32)CC1	14	1.3%
33	Cc1ccc2[nH]c3c(=O)n(N)c(C)nc3c2c1	4	-1.2%
34	COP(=O)(OC)C(Nc1ccccn1)c1ccccc1 (configuration not stated)	nt	0.0%
35	CC(NC(=O)C(C)N1C(=O)C2C3CC(C(Br)C3Br)C2C1=O)c1ccccc1 (configuration not stated)	-10	0.5%
36	COc1c(Cl)cc(-c2noc(C)c2C(=O)NCc2ccccc2)cc1Cl	-6	2.0%
37	Cc1[nH]nc2c1C(Cc1ccccc1)C(C#N)=C(N)O2 (configuration not stated)	nt	4.6%
38	CN(CCN(C)C(C)(C)C)C(=O)C(c1ccccc1)c1ccccc1	2	3.4%
39	CN(C)CCCNCC(=O)Nc1ccccc1N1CCOCC1	nt	-2.0%
40	CCOc1ccc(CN2CCC(=O)NC2=O)cc1	-6	-3.9%
41	CCCSc1nc2c(c(=O)[nH]c(=O)n2C)n1C	nt	0.5%
42	CN(C)CCn1c(=S)[nH]c2ncccc2c1=O	-7	-1.9%
43	Cc1cc2c3c(c1C)C(=O)C(=O)N3C(C)(C)CC2C (configuration not stated)	-6	-3.1%
44	CC(c1ccccc1)C1CC(=O)N(C2CCCCC2)C1=O (configuration not stated)	7	0.6%
45	COCCn1nnnc1C(c1ccc(OC)cc1OC)N1CCN(c2ccccc2F)CC1 (configuration not stated)	nt	0.6%
46	Cn1c(=O)c2c(nc(SC3C(=O)CC(C)(C)CC3=O)n2C)n(C)c1=O	nt	2.7%
47	S=C(NCc1cccs1)Nc1cc(Cl)cc(Cl)c1	7	0.6%
48	COc1ccc(NC(=O)C(Sc2nnc3ccccn23)c2ccccc2)cc1Cl (configuration not stated)	3	-1.4%
49	CCOC(=O)c1[nH]c2cc(OC)c(OC)cc2c1NC(=O)c1nonc1C	3	3.8%
50	Cc1cc(=O)oc2cc(OCC(=O)Nc3nnc(C(C)C)s3)ccc12	nt	4.7%

# Later entries.
nr	SMILES	Mtb RmlCD inh	GlmU inhibition
51	CCCNC(=O)COC(=O)c1cc(-c2ccc(OC)cc2)nc2ccccc12	13	-5.9%
52	COc1cccc(NC(=O)CC(C)=O)c1	-2	-2.9%
53	Cc1cc(NC(=S)Nc2ccc(C)c(Cl)c2)n[nH]1	5	0.0%
54	CCc1nnc(NC(=O)Cn2nc(-c3ccc(OC)c(OC)c3)ccc2=O)s1	14	1.6%
55	Cc1cc(N/N=C/c2ccc(N(C)C)cc2)nc(NCc2ccccc2)n1	-5	0.1%
56	Cc1ccc(-n2nc3c(c2NC(=O)CCC2CCCCC2)CS(=O)C3)cc1 (configuration not stated)	-10	4.1%
57	Fc1ccccc1Nc1n[nH]c(=S)s1	6	2.3%
58	CCc1cc2c(SCC#N)ncnc2s1	16	-3.5%
59	Cc1cc(Cl)c(S(N)(=O)=O)cc1OCC(N)=O	14	-1.2%
60	CC(=O)c1c(C)[nH]c(C(=O)NCc2cccs2)c1C	1	0.7%
61	Cc1c(Br)c(C(F)(F)F)nn1CC(=O)NCCN1CCOCC1	12	-5.7%
62	COc1ccc(N2Cc3cccc(C(=O)N4CCOCC4)c3C2=O)cc1	2	-0.1%
63	Cc1ccc(S(=O)(=O)N(C)C2(C)CCS(=O)(=O)C2)cc1 (configuration not stated)	nt	0.3%
64	c1ccc(Cn2nnnc2CN2CCOCC2)cc1	-7	5.8%
65	O=C(c1ccccc1)N1CCN(C(=O)C23CC4CC(CC(C4)C2)C3)CC1	-10	2.8%
66	COc1cc(NC(=O)c2ccc([N+](=O)[O-])cc2)ccc1NC(=O)C(C)C	nt	-8.2%
67	Cn1c2c(c(=O)n(C)c1=O)CN(CC1CCCO1)CN2 (configuration not stated)	-5	-3.0%
68	COCCNC(=O)CN(c1cc(C(F)(F)F)ccc1Cl)S(C)(=O)=O	nt	-0.1%
69	CSC1=N/C(=C\c2ccccc2C)C(=O)S1	-14	-4.1%
70	COc1ccccc1-c1ccc(SCc2ccccc2F)nn1	nt	-1.3%
71	CCN1CCCC1CN(Cc1cc2ccc(C)cc2[nH]c1=O)C(=S)Nc1ccccc1C(=O)OC (configuration not stated)	8	-8.0%
72	COc1cccc(C(=O)Nc2ccccc2)c1	-3	2.2%
73	C=CCn1cnc2c(sc3nc(C)cc(C)c32)c1=O	-7	0.9%
74	Cc1nc(N2CCN(S(=O)(=O)c3ccc(F)cc3)CC2)c2c(-c3cccs3)csc2n1	-6	1.6%
75	COCCNC(=O)NC(=O)COC(=O)C1(c2ccc(Cl)cc2)CC1	-11	-2.6%
76	NC(=S)N=Nc1c(O)n(CCCl)c2ccccc12	46	-4.0%
77	CCOC(=O)c1ccc(NC(=O)CSc2nnnn2C2CCCCC2)cc1	nt	5.9%
78	CCN(CC)Cc1c(O)ccc2c([N+](=O)[O-])c(C)n(-c3ccc(OC)cc3)c12	nt	-4.0%
79	Cc1ccc(S(=O)(=O)N(C)CC(=O)N2CCCc3ccccc32)cc1	12	-1.8%
80	O=C(CN1C(=O)NC2(CCCC2)C1=O)OCc1cc(=O)n2cc(Br)ccc2n1	-12	-2.7%
81	Cc1csc2ncc(C(=O)Nc3cccc(C(F)(F)F)c3)c(=O)n12	nt	1.2%
82	COCC1CCCN(C(=O)c2ccc(OC3CCN(Cc4ccccn4)CC3)cc2)C1 (configuration not stated)	4	7.4%
83	CC(C)(C)NC(=O)C(c1ccc(O)cc1)N(C(=O)Cn1nnc(-c2ccc(F)cc2)n1)c1ccccc1F (configuration not stated)	6	4.3%
84	OC1CCCN(c2c3c(nc4cc(-c5cccc(F)c5)nn24)CCCC3)C1 (configuration not stated)	nt	-3.9%
85	O=C(NCc1cccnc1)C(=O)Nc1nc(C23CC4CC(CC(C4)C2)C3)cs1	-8	5.4%
86	CCN(CC(=O)Nc1ccccc1OC)CC(=O)Nc1sccc1C#N	7	6.0%
87	CCC1CCCCN1C(=O)CCCOc1ccccc1 (configuration not stated)	nt	-5.9%
88	COc1ccc(N(C)C(=O)c2ccc3nc(-c4ccccc4)c(-c4ccccc4)nc3c2)cc1	nt	6.3%
89	CCCCNC(=O)CSc1nnc(NC(C)=O)s1	8	3.9%
90	Cc1ccc(C(=O)N2CCN(S(=O)(=O)c3ccccc3[N+](=O)[O-])CC2)o1	-2	-5.2%
91	C=CCSc1[nH]c(=O)cc(C)c1C(N)=O	23	nt
92	COc1ccc(-c2nnc(SCC(=O)N/N=C/c3ccccc3C(=O)O)n2-c2ccccc2)cc1	-15	-3.0%
93	O=c1c2c(nc3n1CCCCC3)sc1c(O)c(Br)ccc12	12	-1.4%
94	CCOC(=O)N1CCN(C(=O)CN(c2ccccc2OC)S(=O)(=O)c2ccc(C)cc2)CC1	-17	-3.3%&7.0%
95	COC(=O)C1Sc2[nH]c(=O)sc2C(c2ccc(Cl)cc2)C1C(=O)OC (configuration not stated)	4	-3.0%
96	Cc1cccc(C)c1OCCCN1CCCC1	-51	2.5%
97	Oc1c(Br)cc(Cl)cc1C=Nc1ccccc1Br	9	0.1%
98	O=C(c1cnn2c(C(F)F)cc(C3CC3)nc12)N1CCOCC1	-5	-3.0%
99	CCOc1ccc(Nc2nc(N3CCCCC3)nc(N3CCCCC3)n2)cc1	7	-3.4%
100	CC1CC(=O)N(CC(=O)N2CCCC2)c2ccccc2S1 (configuration not stated)	-2	-2.5%
101	Nn1c(SCc2ccc(F)cc2)nnc1-c1ccncc1	-17	0.2%
102	O=C(NCc1cccs1)C12CC3CC(CC(C3)C1)C2	5	-1.9%
103	CCCC(c1nnnn1CC1CCCO1)N1CCN(c2nc3ccccc3s2)CC1 (configuration not stated)	nt	4.8%
104	CC(=O)N=Nc1[nH]c(N)c2ccccc12	3	2.8%
105	COC(=O)C1(Cc2ccc(O)c(CC3OC3(C)C)c2)OC(=O)C(O)=C1c1ccc(O)cc1 (configuration not stated)	nt	8.1%
106	COC(=O)C1=C(C)NC(=O)C1(Nc1ccc(Cl)cn1)C(F)(F)F (configuration not stated)	14	1.2%
107	COC(=O)C1=C(C)NC(C)=C(C(=O)OC)C1C(=O)OCC(=O)c1ccc(F)cc1	-5	0.7%
108	Cc1ccc(-n2cc(CNCCN3CCOC3=O)c(-c3ccc(F)cc3)n2)cc1	nt	-3.3%
109	O=C(c1ccc(Cl)c(S(=O)(=O)N2CCCCCC2)c1)N1CCN(c2ccccc2O)CC1	-12	-2.1%
110	NS(=O)(=O)c1ccc(-c2ccc(C=NC3CCS(=O)(=O)C3)o2)cc1 (configuration not stated)	3	3.2%

# A draw from above in order of molecular weight, lowest first.
nr	SMILES	Mtb RmlCD inh	GlmU inhibition
73	C=CCn1cnc2c(sc3nc(C)cc(C)c32)c1=O	-7	0.9%
102	O=C(NCc1cccs1)C12CC3CC(CC(C3)C1)C2	5	-1.9%
89	CCCCNC(=O)CSc1nnc(NC(C)=O)s1	8	3.9%
74	Cc1nc(N2CCN(S(=O)(=O)c3ccc(F)cc3)CC2)c2c(-c3cccs3)csc2n1	-6	1.6%
12	CC1=C(C(=O)OCc2ccccc2)C(c2ccc(Cl)cc2Cl)NC(=O)N1CCCCCC(=O)O (configuration not stated)	nt	1.3%

# Copied from above: entries 94 to 96
nr	SMILES	Mtb RmlCD inh	GlmU inhibition
94	CCOC(=O)N1CCN(C(=O)CN(c2ccccc2OC)S(=O)(=O)c2ccc(C)cc2)CC1	-17	-3.3%&7.0%
95	COC(=O)C1Sc2[nH]c(=O)sc2C(c2ccc(Cl)cc2)C1C(=O)OC (configuration not stated)	4	-3.0%
96	Cc1cccc(C)c1OCCCN1CCCC1	-51	2.5%

# (next part)
nr	SMILES	Mtb RmlCD inh	GlmU inhibition
111	Cc1cc(C)n2nc(SCc3ccccc3)nc2n1	23	-2.0%
112	CCOC(=O)C1=C(C)NC(=S)N(C(C)=O)C1c1ccc(Cl)cc1 (configuration not stated)	nt	4.7%
113	COc1ccc(CN2CCCC(C(=O)c3ccc(Cl)cc3)C2)cc1Cn1cncn1 (configuration not stated)	6	-2.2%
114	O=Cc1cn(-c2ccccc2)nc1-c1cccnc1	-11	-3.6%
115	Cc1ccc2nc(SC(C(=O)Nc3ccc(F)cc3)c3ccccc3)[nH]c2c1 (configuration not stated)	nt	3.8%

# Compound profiles, from the list above.
# Cc1ccc2nc(SC(C(=O)Nc3ccc(F)cc3)c3ccccc3)[nH]c2c1 (configuration not stated) across the screens: Mtb RmlCD inh = nt; GlmU inhibition = 3.8%
# CCOC(=O)C1=C(C)NC(=S)N(C(C)=O)C1c1ccc(Cl)cc1 (configuration not stated) across the screens: Mtb RmlCD inh = nt; GlmU inhibition = 4.7%
